High-throughput results as filed in PubChem BioAssay.
ADAM10 inh: inhibitors of human ADAM10; O14672; recombinant ADAM10, EDANS/DABCYL FRET peptide cleavage, 3 h; inhibition, % at 7 µM; hit rate 0.62% among 370,000; AID 720582;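 active = inhibition above a per-campaign cutoff equal to the mean of compounds falling between control-based bounds plus 3 SD, cut at about 20% in these data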;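 note: 0% = DMSO wells while the 100% control is not disclosed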
sPLA2-III inh: Blocks human group III sPLA2 activity | Q9NZ20 | QFRET BODIPY PC-A2 liposome hydrolysis, fluorescence | inhibition, % at 12.2 µM | hit rate 0.56% among 370,000;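 active = inhibition above mean plus 3 SD of compounds lying within the high and low control bounds, cut at about 19% in these data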;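 note: 0% = median of test compound wells and 100% = no enzyme DMSO wells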
proKLK7 act: activates the human kallikrein-7 zymogen | activation, % at 7 µM | hit rate 0.9% among 370,000 | purified proKLK7, EDANS-DABCYL substrate fluorescence; 100% is mature enzyme control, 0% vehicle | AID 652039 | P49862;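 active = activation above the mean of all tested compounds plus 3 SD, computed per campaign excluding outliers beyond control limits, cut at about 13% in these data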
NPR1 activator: GC-A (human) enzyme activation; hit rate 0.14% among 370,000; activation, % at 10 µM; P16066; AID 1671463; HEK293 GC-A cells, cGMP TR-FRET, EC30 ANP; 0% at EC30 ANP, 100% saturating ANP; in the data active = activation above about 40%
DDE Tn6 FP inh: inhibitors of Tn6 peptide binding to human fibrin DD(E) | Fibrin DD(E) TRITC-Tn6 fluorescence polarization displacement | inhibition, % at 8.3 µM | hit rate 0.21% among 370,000 | AID 720509;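 active = inhibition above a per-campaign cutoff: mean of compounds within control limits plus 3 SD, cut at about 15% in these data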;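 note: 0% = median of all compound wells on the plate and 100% = blocking peptide control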
rCAG RNA binder: binds r(CAG) RNA repeats; r(CAG) RNA repeat, TO-PRO-1 dye displacement fluorescence; inhibition, % at 3 µM; hit rate 1.3% among 370,000; AID 651821;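 active = inhibition above the plate cutoff, the mean of all test compounds on that plate plus 3 SD, cut at about 35% in these data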;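 note: 0% = DMSO alone and 100% = 100 µM mitoxantrone as full dye displacement; higher means more dye released from RNA so lower well fluorescence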
ASAP1 GAP inh: ASAP1 ArfGAP inhibition; Q9ULH1; ASAP1-stimulated ARF1 GTP hydrolysis, GDP FP detection; inhibition, % at 16.5 µM; hit rate 0.19% among 360,000; in the data active = inhibition above about 25%;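 note: 0% = vehicle with enzyme and substrate and 100% = no enzyme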
GAA850 FXN act: increases GAA850 frataxin promoter reporter activity. HEK293 lucGAA850 FXN promoter luciferase reporter, 24 h; percent of 10 µM SAHA response. activation, % at 6 µM. hit rate 0.56% among 360,000;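 active = activation above the average of all compounds screened plus 3 SD, cutoff fixed separately per campaign, cut at about 7.5% in these data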;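 note: 0% = DMSO wells and 100% = 10 µM SAHA wells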
ARFGAP1 inh: rat ARFGAP1 inhibition; Q62848; Arfgap1-stimulated ARF1 GTP hydrolysis, GDP FP detection; inhibition, % at 16.5 µM; hit rate 0.26% among 360,000; AID 651572;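 active = inhibition above a per-plate limit, mean inhibition of low control wells plus 3 SD, cut at about 25% in these data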;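 note: 0% = DMSO wells with enzyme and 100% = wells lacking Arfgap1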
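Assay system: Rat Arfgap1 GAP domain (His6, aa 1-136), purified enzyme | Buffer or medium: HEPES 25 mM pH 7.5, NaCl 150 mM, MgCl2, DTT | Schedule: GTP hydrolysis reaction 2 h at 25 °C | Signal: FP of antibody-bound GDP Alexa 633 tracer, ex 620/em 688 nm | Measure: Percent inhibition of Arfgap1-stimulated GTP hydrolysis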
NPR2 activator: GC-B (human) receptor activation; HEK293-GC-B cells, CNP EC30, cGMP TR-FRET; 0% at EC30 CNP, 100% saturating CNP; P20594; activation, % at 10 µM; hit rate 0.11% among 370,000;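 active = activation at 10 µM reaching about 35% in either raw or pattern-adjusted values, limit read from the data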
Target sequence (P20594 whole entry, looked up): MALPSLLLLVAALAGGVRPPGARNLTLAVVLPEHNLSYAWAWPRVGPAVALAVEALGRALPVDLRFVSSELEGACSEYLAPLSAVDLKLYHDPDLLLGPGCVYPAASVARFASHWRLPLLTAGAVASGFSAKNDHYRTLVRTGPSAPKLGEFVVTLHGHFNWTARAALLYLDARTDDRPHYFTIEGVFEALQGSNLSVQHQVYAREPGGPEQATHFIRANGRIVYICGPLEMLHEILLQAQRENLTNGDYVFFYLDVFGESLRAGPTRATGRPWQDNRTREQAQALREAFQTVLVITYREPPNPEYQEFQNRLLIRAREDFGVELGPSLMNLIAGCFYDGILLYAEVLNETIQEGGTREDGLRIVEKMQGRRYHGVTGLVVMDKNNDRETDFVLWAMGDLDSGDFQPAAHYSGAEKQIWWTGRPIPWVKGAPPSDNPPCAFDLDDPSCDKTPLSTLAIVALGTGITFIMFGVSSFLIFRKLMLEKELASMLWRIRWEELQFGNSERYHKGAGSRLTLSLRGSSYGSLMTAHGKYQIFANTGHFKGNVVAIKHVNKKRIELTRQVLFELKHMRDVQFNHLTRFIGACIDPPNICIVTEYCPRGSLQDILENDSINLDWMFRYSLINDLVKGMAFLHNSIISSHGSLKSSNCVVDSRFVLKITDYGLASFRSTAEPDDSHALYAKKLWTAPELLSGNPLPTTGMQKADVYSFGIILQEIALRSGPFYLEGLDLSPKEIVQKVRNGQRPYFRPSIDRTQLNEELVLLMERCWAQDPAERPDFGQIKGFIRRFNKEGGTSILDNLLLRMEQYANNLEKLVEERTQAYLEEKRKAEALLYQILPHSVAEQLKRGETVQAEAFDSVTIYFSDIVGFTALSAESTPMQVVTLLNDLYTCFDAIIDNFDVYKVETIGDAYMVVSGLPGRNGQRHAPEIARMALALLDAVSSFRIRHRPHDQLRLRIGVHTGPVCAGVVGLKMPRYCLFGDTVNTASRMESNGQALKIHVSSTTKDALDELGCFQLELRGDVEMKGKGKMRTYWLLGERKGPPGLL
Active calls of the source: *.

How did CCCn1c(C)cc(C(=O)CSc2nc3ccccc3c(=O)n2Cc2ccco2)c1C do in these assays?
ADAM10 inh: -7; sPLA2-III inh: 4; proKLK7 act: -0.3; NPR1 activator: 3; DDE Tn6 FP inh: 5; rCAG RNA binder: 3; ASAP1 GAP inh: -1; GAA850 FXN act: 7.2; ARFGAP1 inh: -9; NPR2 activator: 1

Results for O=c1[nH]c(=O)c2cc3ccccc3nc2[nH]1 ?
ADAM10 inh: inactive; sPLA2-III inh: 7; proKLK7 act: 8.0; NPR1 activator: 2; DDE Tn6 FP inh: 6; rCAG RNA binder: 3; ASAP1 GAP inh: 7; GAA850 FXN act: 0.5; ARFGAP1 inh: -8; NPR2 activator: -3

What do the screens show for `COc1cccc2c1nc(C)c1cc(C)oc12`?
ADAM10 inh: -102; sPLA2-III inh: 12; proKLK7 act: 4.0; NPR1 activator: -7; DDE Tn6 FP inh: 1; rCAG RNA binder: 6; ASAP1 GAP inh: -2; GAA850 FXN act: 1.0; ARFGAP1 inh: 2; NPR2 activator: 4

Results for O=Cc1cccn1-c1ccc2ccccc2c1 ?
ADAM10 inh: -2; sPLA2-III inh: 3; proKLK7 act: -0.1; NPR1 activator: 0; DDE Tn6 FP inh: 1; rCAG RNA binder: 3; ASAP1 GAP inh: 14; GAA850 FXN act: 1.2; ARFGAP1 inh: -5; NPR2 activator: 1

How did CCOc1ccc(CCNC(=O)COC(=O)c2cc(=O)[nH]c3ccccc23)cc1OCC do in these assays?
ADAM10 inh: -17; sPLA2-III inh: 12; proKLK7 act: 0.8; NPR1 activator: -3; DDE Tn6 FP inh: -6; rCAG RNA binder: -5; ASAP1 GAP inh: -1; GAA850 FXN act: 0.8; ARFGAP1 inh: 9; NPR2 activator: -4

What do the screens show for `CC1CCCCC1NC(=O)CCn1c(=O)sc2ccccc21` (stereo not given)?
ADAM10 inh: 1; sPLA2-III inh: 9; proKLK7 act: 0.1; NPR1 activator: -2; DDE Tn6 FP inh: -7; rCAG RNA binder: -8; ASAP1 GAP inh: -1; GAA850 FXN act: 0.5; ARFGAP1 inh: 3; NPR2 activator: -3

How did CN(Cc1ccccc1)C(=O)COC(=O)C1CCN(S(=O)(=O)c2cccs2)CC1 do in these assays?
ADAM10 inh: 1; sPLA2-III inh: 6; proKLK7 act: -0.1; NPR1 activator: 5; DDE Tn6 FP inh: -3; rCAG RNA binder: -3; ASAP1 GAP inh: 3; GAA850 FXN act: 0.4; ARFGAP1 inh: 3; NPR2 activator: 9

Results for O=C1c2ccccc2C(=O)N1CCOc1cccc(Br)c1 ?
ADAM10 inh: 10; sPLA2-III inh: 4; proKLK7 act: -0.4; NPR1 activator: -3; DDE Tn6 FP inh: 2; rCAG RNA binder: -3; ASAP1 GAP inh: 0; GAA850 FXN act: 1.0; ARFGAP1 inh: 0; NPR2 activator: 0

What do the screens show for `Cc1cc(-c2ccccc2)[nH]c(=O)c1S(=O)(=O)c1ccc(Cl)cc1`?
ADAM10 inh: -16; sPLA2-III inh: 0; proKLK7 act: 0.8; NPR1 activator: -4; DDE Tn6 FP inh: 0; rCAG RNA binder: -4; ASAP1 GAP inh: -9; GAA850 FXN act: 0.2; ARFGAP1 inh: 4; NPR2 activator: 1

Results for CN(C)c1ccc(-c2ccnc3c2CC(C)(C(=O)Nc2cccc(Oc4ccccc4)c2)O3)cc1 (stereo not given) ?
ADAM10 inh: -293; sPLA2-III inh: 1; proKLK7 act: -12; NPR1 activator: -2; DDE Tn6 FP inh: 1; rCAG RNA binder: 14; ASAP1 GAP inh: -12; GAA850 FXN act: -0.8; ARFGAP1 inh: 6; NPR2 activator: -4

What do the screens show for `COc1ccc(NC(=O)NC2(C(=O)N3CCCC(C)C3)CCCCC2)cc1` (stereo not given)?
ADAM10 inh: 4; sPLA2-III inh: 8; proKLK7 act: 0.0; NPR1 activator: 6; DDE Tn6 FP inh: -7; rCAG RNA binder: 1; ASAP1 GAP inh: -8; GAA850 FXN act: 0.6; ARFGAP1 inh: 4; NPR2 activator: 0

How did COc1ccc(CNC(=O)C2CCCN2C(=O)NCc2ccccc2)cc1 (stereo not given) do in these assays?
ADAM10 inh: 5; sPLA2-III inh: -2; proKLK7 act: -0.5; NPR1 activator: 0; DDE Tn6 FP inh: 7; rCAG RNA binder: -1; ASAP1 GAP inh: 5; GAA850 FXN act: 3.0; ARFGAP1 inh: 1; NPR2 activator: -10

Results for CC(=O)/C(C(=N)N1CCN(C(c2ccccc2)c2ccccc2)CC1)=C(\C)O ?
ADAM10 inh: 0; sPLA2-III inh: -5; proKLK7 act: 0.0; NPR1 activator: -9; DDE Tn6 FP inh: 0; rCAG RNA binder: 0; ASAP1 GAP inh: 7; GAA850 FXN act: -0.5; ARFGAP1 inh: 15; NPR2 activator: -14

Results for COc1ccccc1NC(=O)CC(NC1CCCCC1)C(=O)O (stereo not given) ?
ADAM10 inh: 7; sPLA2-III inh: 0; proKLK7 act: -0.4; NPR1 activator: 3; DDE Tn6 FP inh: 0; rCAG RNA binder: 2; ASAP1 GAP inh: 5; GAA850 FXN act: 0.8; ARFGAP1 inh: -1; NPR2 activator: -2

What do the screens show for `Cc1ccc2[nH]c(=O)c(CN(Cc3cccs3)C(=S)NCC3CCCO3)cc2c1` (stereo not given)?
ADAM10 inh: -11; sPLA2-III inh: 5; proKLK7 act: -0.2; NPR1 activator: -3; DDE Tn6 FP inh: 3; rCAG RNA binder: 3; ASAP1 GAP inh: -6; GAA850 FXN act: -0.1; ARFGAP1 inh: -1; NPR2 activator: -6

Results for CCOc1ccc(N=C2NC(=O)CS2)cc1 ?
ADAM10 inh: 1; sPLA2-III inh: 1; proKLK7 act: -0.1; NPR1 activator: -2; DDE Tn6 FP inh: -4; rCAG RNA binder: -2; ASAP1 GAP inh: 7; GAA850 FXN act: 2.4; ARFGAP1 inh: -8; NPR2 activator: 1

What do the screens show for `Cc1ccc(S(=O)(=O)/N=C2\C=C(Nc3cccc(C(=O)O)c3)C(=O)c3ccccc32)cc1`?
ADAM10 inh: -2; sPLA2-III inh: -4; proKLK7 act: -0.1; NPR1 activator: -4; DDE Tn6 FP inh: 1; rCAG RNA binder: 47*; ASAP1 GAP inh: 10; GAA850 FXN act: -0.5; ARFGAP1 inh: 1; NPR2 activator: -3

Results for CCN(C[C@H]1N[C@@](CC)(C(=O)OC)[C@H]2C(=O)N(C)C(=O)[C@@H]12)S(=O)(=O)c1ccc(C)cc1 ?
ADAM10 inh: -16; sPLA2-III inh: 11; proKLK7 act: -0.4; NPR1 activator: 0; DDE Tn6 FP inh: 1; rCAG RNA binder: -1; ASAP1 GAP inh: 1; GAA850 FXN act: 0.5; ARFGAP1 inh: 0; NPR2 activator: 1

What do the screens show for `Cc1csc(NC(=O)CSc2nnc(C)n2Cc2ccco2)n1`?
ADAM10 inh: -6; sPLA2-III inh: 2; proKLK7 act: 0.1; NPR1 activator: 1; DDE Tn6 FP inh: 11; rCAG RNA binder: -2; ASAP1 GAP inh: 6; GAA850 FXN act: -1.2; ARFGAP1 inh: 5; NPR2 activator: -5

What do the screens show for `COc1ccc(-c2csc(N(CC3CCCO3)C(=O)c3cccs3)n2)cc1` (stereo not given)?
ADAM10 inh: 7; sPLA2-III inh: 5; proKLK7 act: -1.4; NPR1 activator: -3; DDE Tn6 FP inh: -5; rCAG RNA binder: 0; ASAP1 GAP inh: 3; GAA850 FXN act: -1.6; ARFGAP1 inh: -1; NPR2 activator: 3

Three structures already listed, arranged by length of the SMILES, falling:
What do the screens show for `COc1ccc(-c2csc(N(CC3CCCO3)C(=O)c3cccs3)n2)cc1` (stereo not given)?
ADAM10 inh: 7; sPLA2-III inh: 5; proKLK7 act: -1.4; NPR1 activator: -3; DDE Tn6 FP inh: -5; rCAG RNA binder: 0; ASAP1 GAP inh: 3; GAA850 FXN act: -1.6; ARFGAP1 inh: -1; NPR2 activator: 3

What do the screens show for `CC1CCCCC1NC(=O)CCn1c(=O)sc2ccccc21` (stereo not given)?
ADAM10 inh: 1; sPLA2-III inh: 9; proKLK7 act: 0.1; NPR1 activator: -2; DDE Tn6 FP inh: -7; rCAG RNA binder: -8; ASAP1 GAP inh: -1; GAA850 FXN act: 0.5; ARFGAP1 inh: 3; NPR2 activator: -3

Results for O=c1[nH]c(=O)c2cc3ccccc3nc2[nH]1 ?
ADAM10 inh: inactive; sPLA2-III inh: 7; proKLK7 act: 8.0; NPR1 activator: 2; DDE Tn6 FP inh: 6; rCAG RNA binder: 3; ASAP1 GAP inh: 7; GAA850 FXN act: 0.5; ARFGAP1 inh: -8; NPR2 activator: -3

Remaining list, next part
Results for Cc1ccc(N2CC(C(=O)N3CCC(c4nc5ccccc5[nH]4)CC3)CC2=O)cc1C (stereo not given) ?
ADAM10 inh: -8; sPLA2-III inh: 2; proKLK7 act: 0.3; NPR1 activator: -2; DDE Tn6 FP inh: 0; rCAG RNA binder: -4; ASAP1 GAP inh: 0; GAA850 FXN act: 0.3; ARFGAP1 inh: 10; NPR2 activator: -5

How did CCC1CCCCN1C(=O)c1cc(COc2ccc(-n3cncn3)cc2)on1 (stereo not given) do in these assays?
ADAM10 inh: 3; sPLA2-III inh: 1; proKLK7 act: -0.6; NPR1 activator: 4; DDE Tn6 FP inh: -5; rCAG RNA binder: -10; ASAP1 GAP inh: 13; GAA850 FXN act: -0.2; ARFGAP1 inh: 1; NPR2 activator: 5

How did CC1CN(C(=O)CCC(=O)NCc2ccccn2)c2ccccc2O1 (stereo not given) do in these assays?
ADAM10 inh: -7; sPLA2-III inh: 2; proKLK7 act: 0.5; NPR1 activator: 2; DDE Tn6 FP inh: 11; rCAG RNA binder: 1; ASAP1 GAP inh: 9; GAA850 FXN act: 0.6; ARFGAP1 inh: -2; NPR2 activator: 6

Results for COC(=O)c1ccc(C(=O)OC)c(NC(=O)c2cnc3n(c2=O)CCS3)c1 ?
ADAM10 inh: -171; sPLA2-III inh: 1; proKLK7 act: -0.2; NPR1 activator: 4; DDE Tn6 FP inh: 0; rCAG RNA binder: -3; ASAP1 GAP inh: -5; GAA850 FXN act: 2.9; ARFGAP1 inh: 3; NPR2 activator: -3

How did CC(C)NC(=O)OC[C@@H]1CSCCS(=O)(=O)N1 do in these assays?
ADAM10 inh: -12; sPLA2-III inh: 5; proKLK7 act: 0.1; NPR1 activator: 4; DDE Tn6 FP inh: -1; rCAG RNA binder: 2; ASAP1 GAP inh: 3; ARFGAP1 inh: -8; NPR2 activator: 2

How did COc1cccc(C(=O)NN=C2CCCC2)c1 do in these assays?
ADAM10 inh: -6; sPLA2-III inh: 1; proKLK7 act: -0.3; NPR1 activator: 4; DDE Tn6 FP inh: -3; rCAG RNA binder: -4; ASAP1 GAP inh: -16; GAA850 FXN act: 2.5; ARFGAP1 inh: -6; NPR2 activator: 2
